B2AR arrestin = beta2AR (human) beta-arrestin recruitment activity; 330,000 tested, 0.02% active; AID 492947; Potency, µM (doses to about 46.1 µM), for the others: at the highest dose activation, usual class: activators; beta-arrestin recruitment to beta2AR, cell-based reporter;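 further: potency means the concentration at half of the fitted maximal effect; 0% = DMSO controls and full agonism = EC100 isoproterenol or metaproterenol; nearly all actives have a fitted effect of over 65% in size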
Target sequence (P07550 whole entry, looked up): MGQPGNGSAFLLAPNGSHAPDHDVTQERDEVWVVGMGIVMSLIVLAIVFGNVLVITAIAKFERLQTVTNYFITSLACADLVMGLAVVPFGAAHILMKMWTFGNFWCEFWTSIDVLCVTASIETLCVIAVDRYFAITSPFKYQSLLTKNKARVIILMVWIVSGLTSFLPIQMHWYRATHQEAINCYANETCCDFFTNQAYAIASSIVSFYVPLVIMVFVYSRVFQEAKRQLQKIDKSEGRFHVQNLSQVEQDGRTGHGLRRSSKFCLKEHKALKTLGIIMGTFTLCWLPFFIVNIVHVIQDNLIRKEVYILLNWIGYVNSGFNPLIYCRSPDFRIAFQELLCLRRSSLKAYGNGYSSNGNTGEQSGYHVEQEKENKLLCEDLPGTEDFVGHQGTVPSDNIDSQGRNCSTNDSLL
BCR signal inh = chronic active BCR signaling inhibition; ABC-DLBCL IkBa-CBG/CBR reporter, luminescence ratio, 4 h; Potency, µM (series often up to 46.1 µM), for inactives: top-dose ratio change, negative = lower green/red ratio, actives largely listed as inhibitors; 340,000 tested, 0.05% active; AID 493014; active means well fitted inhibition curve with a large enough effect in the signal ratio, with a control signal flat, not every such curve was filed as active; inconclusive means small, poorly fitted or top-dose-only effect, or effect the other way, or a change in a side signal; the % refers to the signal ratio;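 further: potency means the concentration at half of the fitted maximal effect; plate controls were basal doxycycline-induced cells for no effect and cells given 10 µM MG132 for full effect; MG132 reads +100%, hits lower the ratio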
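Cell line TMD8 (human ABC DLBCL), stably expressing tet-inducible CBG68-IkBa fusion and CBR; IMDM/0.5% FBS; cpd up to 46 uM; dox induction, 4 h, 37C/5% CO2; dual luminescence; green/red ratio; MG132 control.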
S-ASM inh = inhibitors of human secretory acid sphingomyelinase. 340,000 tested, 0.006% active. AID 504937. P17405. placental ASM, HMU-PC fluorogenic substrate, 60 min. Potency, µM (titrated, usually from 57.5 µM), inactives show at the highest dose activity change, negative = inhibition, most hits filed as inhibitors; further: potency means the concentration at half of the fitted maximal effect
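Fluorogenic HMU-PC substrate (9 uM final) is turned over by placental ASM in 60 min at 37 C after a 10 min compound preincubation. Reaction ended by alkaline stop (pH 10), with fluorescence read at 386/447 nm.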
Tb PFK block = T. brucei PFK enzyme inhibition; 330,000 tested, 0.17% active; T. brucei PFK, ADP-Glo luminescence; O15648; Potency, µM (titrated, usually from 57.5 µM), for the others: at the highest dose activity, negative = inhibition, hits mostly inhibitors;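 further: potency means the concentration at half of the fitted maximal effect; 0% = uninhibited 1x PFK enzyme wells and -100% = no-enzyme wells; nearly all actives have a fitted effect of over 60% in size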
Target sequence (O15648 whole entry, looked up): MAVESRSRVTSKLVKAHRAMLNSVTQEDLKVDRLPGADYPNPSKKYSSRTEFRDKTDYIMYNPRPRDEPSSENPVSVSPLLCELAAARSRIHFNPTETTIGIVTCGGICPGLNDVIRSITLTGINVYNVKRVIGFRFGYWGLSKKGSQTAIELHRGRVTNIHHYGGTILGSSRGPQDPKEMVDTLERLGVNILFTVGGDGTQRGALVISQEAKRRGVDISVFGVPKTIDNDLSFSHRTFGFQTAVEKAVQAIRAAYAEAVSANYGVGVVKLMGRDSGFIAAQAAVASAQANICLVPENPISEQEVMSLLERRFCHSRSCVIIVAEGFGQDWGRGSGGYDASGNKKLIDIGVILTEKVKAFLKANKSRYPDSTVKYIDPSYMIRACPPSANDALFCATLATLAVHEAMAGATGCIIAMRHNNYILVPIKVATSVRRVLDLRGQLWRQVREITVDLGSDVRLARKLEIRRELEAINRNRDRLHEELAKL
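1.25 nM PFK with 0.5 mM F6P and 0.1 mM ATP in 0.1 M TEA pH 8.0, 5 mM MgCl2, incubated 45 min at room temperature; ADP measured by ADP-Glo luminescence; compounds titrated up to 57 uM.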
TSG101-PTAP inh = blocks PTAP/TSG101 interaction to inhibit HIV-1 budding; Potency, µM (series often up to 115 µM), for inactives: top-dose activity change, negative = inhibition, hits mostly inhibitors; Fluorescence polarization, FITC-PTAP peptide / Tsg101 binding; 340,000 tested, under 10 active; AID 493005; active means well fitted inhibition curve with a large enough effect in the main read-out, with a control signal flat, not every such curve was filed as active; inconclusive means small, poorly fitted or top-dose-only effect, or effect the other way, or a change in a side signal; inactive means no such curve, though single readings can be large or run the other way; further: potency means the concentration at half of the fitted maximal effect; % of control where 0% means no effect
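Fluorescence anisotropy tracks displacement of a FITC-tagged PTAP peptide (50 nM) from the Tsg101 binding domain (10 uM), following a 20 min room-temperature incubation at pH 7.5.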
GALK inhibitor = galactokinase (human) inhibition. P51570. Purified GALK, Kinase-Glo residual ATP luminescence. Potency, µM (titrated, usually from 57.5 µM), for the others: at the top dose activity change, negative = inhibition, hits mostly inhibitors. 270,000 tested, 0.007% active. AID 1868; further: potency means the concentration at half of the fitted maximal effect; on the % scale 0 is the no-effect control and ±100 the full control effect
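Compounds were pin-transferred into ATP buffer (35 uM final), then GALK plus galactose (5 nM, 100 uM final) was added. After 1 h at room temperature, Kinase-Glo Plus was added and luminescence read after 10 min.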
PKM2 activator = activators of human pyruvate kinase M2; purified PKM2, Kinase-Glo ATP luminescence, activation; response scale: 0% is enzyme alone, no compound; 260,000 tested, 0.34% active; Potency, µM (series often up to 57.5 µM), for inactives: top-dose activation, actives largely listed as activators; P14618; further: potency means the concentration at half of the fitted maximal effect; on the % scale 0 is the no-effect control and ±100 the full control effect; nearly all actives have a fitted effect of over 55% in size
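Purified hPK-M2 (>95%) run at intermediate activity with 0.1 mM ADP and 0.5 mM PEP in 50 mM imidazole pH 7.2, KCl, MgCl2; 1 h room temperature. ATP formed read by Kinase-Glo luminescence; normalized to uninhibited and no-enzyme controls.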
Giardia kill = kills Giardia lamblia | activity change, % at 7.66 µM, hits read low | 340,000 tested, 0.15% active | Giardia lamblia trophozoite viability | AID 540267; in the data active means activity change below about -80%; inconclusive means between about -30% and that limit;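 further: parasites exposed to compound for two days anaerobically before the ATP read; on the % scale 0 is the no-effect control and ±100 the full control effect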
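Each well holds 100 Giardia trophozoites and compound. After two days (48 hrs) at 37 deg C in anaerobic conditions, ATP is quantified by luminescence.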
Integrin act MD = activators of alpha7 integrin expression for muscular dystrophy; Potency, µM (series often up to 38.3 µM), for the others: at the top dose activation, most hits filed as activators; 350,000 tested, 0.064% active; AID 624291; alpha7betagal myoblasts, beta-gal FDG fluorescence, 48 h;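 further: potency means the concentration at half of the fitted maximal effect; 100% = response of the positive control SU9516; nearly all actives have a fitted effect of over 60% in size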
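Alpha7betagal+/- myoblasts (passage 13) were plated 16-24 hr, then exposed to compounds (1:260 dilution of DMSO stock) for 48 hours at 37C. After MPER lysis, β-galactosidase reporter activity was read as FDG fluorescence (ex 480/em 540) after 30 minutes.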
FBPA coupling cs = inhibits coupling enzyme system, counter-screen for aldolase hits; activity change, negative = inhibition, % at 58.2 µM, hits read low; 290,000 tested, 0.67% active; AID 2472; coupling enzyme system counterscreen, AmpLite Red fluorescence; in the data active means activity change below about -30%; further: on the % scale 0 is the no-effect control and ±100 the full control effect
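Counterscreen lacking aldolase: glyceraldehyde-3-phosphate coupling-enzyme reagent preincubated 10 min at RT with compound (at 57.5 uM final), then substrate/coupling system with AmpLite Red added; fluorescence read at 525/598 nm after 20 min RT.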
Menin MLL FP TR = menin-MLL binding inhibition, Texas Red mutant peptide; Menin + Texas Red MLL mutant peptide, fluorescence polarization; 270,000 tested, 0.23% active; Potency, µM (top dose mostly 61.6 µM), inactives show top-dose FP activity change, negative = inhibition, most hits filed as inhibitors; O00255; AID 1768; active means well fitted inhibition curve with a large enough effect in the polarisation, with a control signal flat, not every such curve was filed as active; inconclusive means small, poorly fitted or top-dose-only effect, or effect the other way, or a change in a side signal; inactive means no such curve, though single readings can be large or run the other way; the % refers to the polarisation; further: potency means the concentration at half of the fitted maximal effect; % of control where 0% means no effect; many of its hits are not listed in these tables
Numbers without * were called inactive; ? = inconclusive; . = not tested or not shown; [ ] = dose if it differs, or a comment. Unless noted, the call rests on the fitted dose curve; in most records, active means well fitted curve in the direction sought with a large enough effect; inconclusive means small, poorly fitted or top-dose-only effect, or another doubt; inactive means no such curve, though single readings can be large; an effect the other way counts as inactive or inconclusive.

Molecule,B2AR arrestin,BCR signal inh,S-ASM inh,Tb PFK block,TSG101-PTAP inh,GALK inhibitor,PKM2 activator,Giardia kill,Integrin act MD,FBPA coupling cs,Menin MLL FP TR
CCCn1nnc(NC(=O)C(c2ccccc2)c2ccccc2)n1,-0.1%,8%,-2%,-2%,-8%,-1%,-2%,0,-32%,2,-7%
OC(COc1ccccc1)CN1CCN(CC(O)COc2ccccc2)CC1 (centres undefined),-0.3%,0%,2%,-2%,-1%,13%,-2%,8,19%,7,3%
CCOc1ccc(N(CCCCO)C(=S)NC(=O)c2ccc(C)c(Br)c2)cc1,-0.2%,-3%,-2%,1%,-5%,-1%,-1%,-19,17%,6,-9%
O=C(c1ccncc1)c1ccc(N2CCN(C3CC(=O)N(Cc4cccs4)C3=O)CC2)cc1 (centres undefined),-0.2%,0%,-2%,6%,1%,0%,0%,0,-23%,0,8%
Cc1cc(C)cc(NC(=O)CSc2nc(CSc3ccc(Cl)cc3)cc(=O)[nH]2)c1,-0.2%,0%,4%,0%,-1%,0%,-8%,27,-20%,9,.
Cc1ccccc1N=C1N=C(N)c2ccccc21,-0.3%,-18%,-1%,4%,0%,0%,-6%,-5,14%,-2,6%
CCSc1nccc(-c2nn(-c3ccc(C)cc3)ccc2=O)n1,0.1%,?,3%,2%,-9%,1%,4%,15,-15%,0,3%
O=C(/C=C/c1cccs1)Nc1scc(-c2ccccc2)c1C(=O)O,0.1%,?,-1%,?,-1%,-26%,-30%,?,-35%,-24,11%
COc1ccc(CCNC(=O)C(C(=O)c2ccccc2)n2ccccc2=O)cc1OC (centres undefined),-0.2%,0%,-2%,-8%,-1%,1%,-24%,12,17%,1,16%
Cn1nnnc1SCCNCc1ccccc1OCc1ccc(F)cc1,0.1%,0%,1%,6%,-1%,2%,-11%,-16,-47%[inhibitor],3,-24%
Cc1nn(CC(=O)Nc2cc(S(=O)(=O)N3CCOCC3)ccc2Cl)c(C)c1[N+](=O)[O-],-0.1%,-1%,1%,1%,-4%,.,.,6,42%,.,.
CCOc1ccccc1NC(=O)c1ccccc1-c1ccccc1,0.0%,3%,0%,-1%,1%,-3%,2%[11.5 µM],-3,5%,0,-5%
COC(=O)[C@@H](NC(=O)NCc1ccco1)C(C)C,-0.4%,-3%,4%,2%,-6%,-3%,2%,-12,-25%[7.66 µM],2,-18%
CCC1CCCCN1C(=S)NC1CCCCC1 (centres undefined),-0.3%,?,5%,0%,-1%,2%,4%,-16,-19%,0,10%
Cc1ccc(S(=O)(=O)NC(CCC(N)=O)C(=O)NCc2ccc3c(c2)OCO3)c(C)c1 (centres undefined),-0.6%,1%,0%,-3%,3%,.,.,-15,-24%,.,.
COCCN(CCOC)c1ncnc2c1cnn2-c1ccc(Cl)cc1,-0.1%,?,-4%,-4%,-2%,0%,5%,1,4%,1,-16%
COc1cc(CCC(=O)NCc2ccc3c(c2)OCO3)cc(OC)c1OC,0.0%,-5%,3%,3%,-4%,.,.,9,-16%,0,-20%
O=[N+]([O-])c1cc2c(c(CSc3nnc4ccccn34)c1)OCOC2,-0.3%,-3%,1%,-6%,-2%,2%,-9%,1,9%,-3,0%
O=C(CCCSc1nc2ccccc2[nH]1)NCc1ccccc1Cl,-0.3%,-18%,2%,0%,1%,-3%,2%,7,-1%,-3,15%
COc1cc(/C=C/C(=O)OCC(=O)NCCN2C(=O)CSC2=O)ccc1OC(F)F,0.1%,?,-4%,8%,-4%,4%,-4%,-10,-21%,1,2%
O=C(OCC(=O)N1CCCC1)c1c[nH]c2ccccc12,-1.0%,?,-1%,1%,-6%,.,.,-24,5%,.,.
CC(=O)Nc1c2c(nn1-c1ccc(C)cc1C)CS(=O)C2 (centres undefined),-0.7%,-2%,0%,3%,-5%,-7%,.,7,5%,.,.
CN1CCN(S(=O)(=O)c2ccc(NC(=O)Nc3cccc(Cl)c3)cc2)CC1,-0.1%,-2%,-2%,?,-1%,3%,-8%,12,-14%,-1,?
Cc1cccc(SC2CCN(Cc3nc(CC4CC4)no3)CC2)c1,-0.7%,3%,-4%,2%,3%,1%,-1%,26,5%,-2,-9%
O=C(NCCc1csc(-c2cccnc2)n1)c1ccc(Br)o1,0.3%,?,6%,?,-3%,0%,33%,5,2%,4,26%
Cc1ccc(-c2ccc(C(=O)O)[nH]2)cc1,0.2%,?,-5%,1%,-2%,5%,6%,4,5%,9,13%
CCCCOc1ccc(C(=O)NNC(=O)C2C3CCC(C3)C2C(=O)O)cc1 (centres undefined),0.0%,?,1%,0%,-11%,-3%,-4%,-7,0%,.,.
CCN(C(=O)c1cn(C)c(=O)c2cc(OC)c(OC)cc12)c1cc(OC)ccc1OC,3.5%,1%,-1%,-2%,-3%,-1%,14%,11,0%,6,21%
O=[N+]([O-])c1ccc(N2CCN(C(=S)Nc3ccc(F)cc3)CC2)cc1,0.2%,0%,-11%,-8%,1%,0%,1%,2,-2%,-3,?
COc1ccc(CC(=O)Nc2ccc(S(=O)(=O)N3CCOCC3)cc2)cc1,-0.1%,1%,0%,-10%,1%,.,.,12,-5%,.,.
COc1ccc(C(=O)Nc2ccc(C(=O)NCCc3ccccc3)cc2)cc1,-0.9%,22%,1%,-10%,-3%,12%,-4%,-8,29%,5,?
CC(=O)C1=C(C)NC(C)=C(C(C)=O)C1c1cccs1,-0.2%,1%,11%,12%,-1%,-4%,6%,-1,8%,2,4%
CC(=O)c1cccc(CN2CCC(CO)(CCOc3ccccc3)CC2)c1,-0.3%,0%,0%,1%,-2%,-6%,1%,7,-1%,1,-8%
Cc1ccsc1/C=N/Nc1ncc(Cl)cc1Cl,0.2%,?,14%,2%,-3%,0%,1%,-9,-16%,-2,18%
COc1cc(/C=C/C(=O)OCC(=O)NC(=O)NC2CCCCC2C)ccc1OC(F)F (centres undefined),-0.3%,-7%,-1%,2%,2%,.,.,-12,24%,.,.
CC1CCCCC1NC(=O)Cn1cccc1C(=O)c1ccccc1 (centres undefined),0.4%,2%,-2%,3%,-1%,-2%,.,4,?,.,.
O=C(NCc1ccccc1)C1CCCN(S(=O)(=O)c2ccc(F)cc2)C1 (centres undefined),-0.3%,0%,1%,3%,0%,-4%,-5%,7,?,.,.
Cc1ccc2c(c1)c(C1=NC(=S)NC1=O)c(O)n2C,0.1%,1%,-3%,0%,3%,4%,0%,-7,0%,2,2%
CCc1nccn1Cc1cc(C=O)ccc1OC,-0.2%,0%,0%,2%,-1%,1%,-2%,11,-6%,1,1%
CCN(C(=O)COC(=O)c1cn(-c2ccccc2)nc1-c1ccccc1)C1CCS(=O)(=O)C1 (centres undefined),0.3%,-1%,3%,2%,-3%,10%,0%,6,-4%,-1,14%
CC1CN(C(=O)COC(=O)c2ccccc2O)CC(C)O1 (centres undefined),0.5%,3%,-1%,0%,0%,6%,.,26,3%,2,.
COc1ccc(CCNC(=O)CC2Oc3ccc(Cl)cc3NC2=O)cc1OC (centres undefined),-0.1%,-10%,1%,3%,-3%,2%,-5%,14,13%,4,-5%
O=[N+]([O-])c1cccc(Cl)c1CSc1ccccn1,-0.1%,0%,-2%,-8%,-3%,8%,-1%,-12,-7%,2,-2%
COc1ccc(CCNC(=O)C/C(C)=N/NC(=O)c2ccc(N)cc2)cc1OC,-0.7%,?,0%,-4%,-2%,0%,0%,-19,13%,-2,-14%
Cc1ccc(NC(=O)CC(NCCN2CCOCC2)C(=O)O)cc1Cl (centres undefined),0.2%,-5%,7%,1%,-5%,-1%,-6%,1,10%,-1,-1%
CCOC(=O)C1=C(C)NC(=O)CC1c1cc(OC)c(OC)cc1Br (centres undefined),-0.2%,-12%,-2%,1%,0%,13%,-1%,11,4%,5,-11%
COc1cc2c(cc1OC)C(c1ccc(N(C)C)cc1)NCC2 (centres undefined),0.0%,0%,3%,-13%,-7%,.,.,2,-8%,0,-18%
CC(C)C(NC(=O)c1ccc(F)cc1)C(=O)N1CCN(c2ccccn2)CC1 (centres undefined),-0.9%,-2%,1%,0%,-8%,.,.,-9,-26%,.,.
CC(=O)c1ccc(NC(=O)C(=O)c2cn(CC(=O)N3CCCCC3)c3ccccc23)cc1,-0.2%,-9%,1%,-6%,-1%,0%,-5%,0,-1%,0,?

These rows are one share of the data; rates above refer to the full screens.
